# Assay outcomes (PubChem)
# BoNT F protease – BoNT/F light chain protease inhibitors, primary screen, biochemical, flow cytometry, MLPCN library; Botulinum neurotoxin type F light chain protease (Clostridium botulinum); Multiplex microsphere protease cleavage assay; inhibition, % at 10 µM; actives 0.22% (n = 360,000); AID 588497, 2011; in the data active = inhibition above about 35%, passing the limit was not always enough; inconclusive = no clear call, values can overlap the other calls; note: plate controls were buffer without enzyme for full effect and enzyme alone for no effect
# PfHsp40 yeast – rescue of yeast from PfHsp40 toxicity, primary screen, S. cerevisiae, ATP luminescence. S. cerevisiae expressing PfHsp40, growth rescue. growth rescue, % at 12.5 µM. actives 0.68% (n = 340,000); in the data active = growth rescue above about 28%, passing the limit was not always enough; inconclusive = no clear call, values can overlap the other calls;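 note: yeast W303a lacking pdr1 and pdr3 grown in galactose medium; growth measured after three days at 30 °C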
# Mtb UGM inh – M. tuberculosis UGM enzyme inhibitors, primary screen, biochemical, fluorescence polarization, single point | UDP-galactopyranose mutase (Mycobacterium tuberculosis (strain ATCC 25618 / H37Rv)), … | purified UGM, fluorescence polarization probe displacement | inhibition, % at 10 µM | actives 0.06% (n = 320,000) | AID 504406, 2011; in the data active = inhibition above about 10%, passing the limit was not always enough; inconclusive = no clear call, values can overlap the other calls
# Target sequence (P9WIQ1 whole entry, looked up): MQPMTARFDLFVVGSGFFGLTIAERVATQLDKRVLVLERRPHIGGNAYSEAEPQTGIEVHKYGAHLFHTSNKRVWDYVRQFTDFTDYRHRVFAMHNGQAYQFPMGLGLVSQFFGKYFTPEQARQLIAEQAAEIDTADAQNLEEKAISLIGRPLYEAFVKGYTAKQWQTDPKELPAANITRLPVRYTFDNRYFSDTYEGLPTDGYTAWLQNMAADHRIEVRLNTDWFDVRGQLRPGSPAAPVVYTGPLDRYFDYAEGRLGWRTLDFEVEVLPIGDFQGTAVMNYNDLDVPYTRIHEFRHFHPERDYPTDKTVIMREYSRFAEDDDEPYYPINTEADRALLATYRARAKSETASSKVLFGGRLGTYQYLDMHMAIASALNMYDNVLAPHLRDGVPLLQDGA
# BoNT-A LC inh2 – BoNT/A light chain protease inhibitors, primary screen, biochemical, flow cytometry, MLPCN library; Botulinum neurotoxin type A light chain protease (Clostridium botulinum A str. ATCC 3502); actives 0.17% (n = 360,000); inhibition, % at 10 µM; multiplex microsphere protease substrate cleavage; note: plate controls were buffer without enzyme for full effect and enzyme alone for no effect
# Anthrax LF inh2 – Bacillus anthracis LF protease inhibitors, primary screen, biochemical, multiplex microsphere, MLPCN library | Lethal factor (Bacillus anthracis), P15917 | multiplex microsphere protease cleavage assay | inhibition, % at 10 µM | actives 0.12% (n = 360,000); note: plate controls were buffer without enzyme for full effect and enzyme alone for no effect
# GDH-TPI counter – GDH-TPI coupling enzyme inhibitors, primary screen, artefact control for M. tuberculosis FBA inhibitor project, biochemical, absorbance, full deck; GDH-TPI coupled enzyme counterscreen, NADH absorbance; inhibition, % at 4.8 µM; actives 1.2% (n = 360,000); in the data active = inhibition above about 30%;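 note: 0% = DMSO wells and 100% = wells lacking the enzyme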
# FadD28 binding – inhibitors of FadD28 bisubstrate probe binding, primary screen, biochemical, fluorescence polarization, single point; inhibition, % at 12.5 µM; actives 0.22% (n = 360,000); AID 588549, 2011; in the data active = inhibition above about 8.5%, passing the limit was not always enough; inconclusive = no clear call, values can overlap the other calls
# BioA inh – M. tuberculosis BioA enzyme inhibitors, primary screen, biochemical, plate reader, single point, HTS | 7,8-diaminopelargonic acid synthase BioA (Mycobacterium tuberculosis) | purified M. tuberculosis BioA enzyme | inhibition, % at 9.99 µM | actives 0.096% (n = 360,000) | AID 602481, 2012; in the data active = inhibition above about 40%; inconclusive = no clear call, values can overlap the other calls
# FBA Mtb inh – Mtb FBA enzyme inhibitors, primary screen, biochemical, fluorescence, strain H37Rv; Fructose-bisphosphate aldolase (Mycobacterium tuberculosis (strain ATCC 25618 / H37Rv)), …; purified M. tuberculosis FBA, fluorescence read-out; inhibition, % at 1 µM; actives 2.3% (n = 360,000); AID 588726, 2011; in the data active = inhibition above about 27%;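 note: 0% = vehicle and 100% = reference inhibitor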
# Target sequence (P9WQA3 whole entry, looked up): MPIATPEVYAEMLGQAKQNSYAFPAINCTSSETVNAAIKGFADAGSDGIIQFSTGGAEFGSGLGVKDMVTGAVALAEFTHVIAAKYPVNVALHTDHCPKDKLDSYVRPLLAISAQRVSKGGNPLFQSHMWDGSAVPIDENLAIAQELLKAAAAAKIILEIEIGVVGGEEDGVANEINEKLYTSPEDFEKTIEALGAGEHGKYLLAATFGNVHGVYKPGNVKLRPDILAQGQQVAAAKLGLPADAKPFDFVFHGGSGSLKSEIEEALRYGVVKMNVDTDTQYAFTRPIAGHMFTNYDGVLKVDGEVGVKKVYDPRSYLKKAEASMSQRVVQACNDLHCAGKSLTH
# Numbers without * were called inactive; ? = inconclusive; / = not tested or not shown. Cut-off read from the data, not from the text of the source, unless noted: active = inhibition above about 30%; inconclusive = no clear call, values can overlap the other calls; inactive = below that.
SMILES,BoNT F protease,PfHsp40 yeast,Mtb UGM inh,BoNT-A LC inh2,Anthrax LF inh2,GDH-TPI counter,FadD28 binding,BioA inh,FBA Mtb inh
CCc1ccc(-n2c(Cc3ccccc3)n[nH]c2=S)cc1,-12,8.4,0.8,-1.7,-3,-2,-3.8,/,2
CCC(=O)N1CC2(C)CN(C(=O)CC)CC(C)(C1)C2,21,0.1,0.1,1.0,5,1,-1.3,/,-5
COc1ccc(N(CCC(=O)Nc2ccccc2F)S(=O)(=O)c2ccc(C)cc2C)cc1,-3,0.3,/,1.4,5,1,-0.7,-1.7,3
CCOC(=O)C1Nc2ccc(C(F)(F)F)cc2C2C=CCC12 (stereo unspecified),-4,-1.8,0.3,7.8,6,9,4.9,0.6,-1
COc1ccc(S(=O)(=O)N2CCN(Cc3cccc([N+](=O)[O-])c3)CC2)cc1,?,1.1,0.8,-2.5,-8,-7,-2.1,0.1,0
COc1ccc(CSc2nnc3[nH]c(=O)cc(N)n23)cc1,-9,0.0,-0.7,-0.4,-4,11,-1.6,/,-2
CCc1ccc(C(C)NC(=O)C2(C)CC2(Br)Br)cc1 (stereo unspecified),-4,0.7,1.8,0.9,0,-9,-3.0,-2.4,6
C[C@]1(O)CC(=O)C=C[C@H]1Nc1ccccc1,-4,-0.6,/,-0.2,0,6,-0.4,0.8,-3
Cc1cc(=O)n2nc(N3CCC(C(=O)NC4CCCc5ccccc54)CC3)sc2n1 (stereo unspecified),-4,-2.1,3.1,-0.8,-9,2,-2.5,-0.6,-1
O=C(c1cccc(F)c1)N1CCc2ccccc2C1,-10,0.5,0.5,-0.6,4,-5,-2.5,4.4,-2
CC(CC(=O)NC1CCSC1=O)c1ccccc1 (stereo unspecified),-13,0.2,0.2,-2.2,-2,-2,0.4,-0.1,-1
CC(C)c1ccc(/C=N/NC(=O)CC(=O)NCc2ccccc2)cc1,-6,0.0,3.8,-0.4,0,-6,0.2,/,5
CCOC(=O)C1CCCN(C(=O)c2cc3c(=O)n(C)c4ccccc4c3n2C)C1 (stereo unspecified),-3,-1.2,1.9,-0.1,-2,10,-0.1,2.5,1
CC(C)(C)NC(=O)c1cccc(NC(=O)Cc2cccs2)c1,0,0.5,-0.5,-0.2,-1,2,-4.6,/,5
O=c1c2ccccc2ncn1-c1ccc([N+](=O)[O-])cc1Cl,?,-1.4,1.6,-1.5,-3,-4,-5.0,0.9,0
CCN(CC)S(=O)(=O)c1ccc(OC)c(NC(=O)c2cc([N+](=O)[O-])ccc2N2CCOCC2)c1,-3,/,/,-0.1,5,0,2.7,2.7,3
COc1ccc(S(=O)(=O)N2CCCCC2)cc1NC(=O)COC(=O)c1ccco1,5,0.5,0.2,2.2,5,3,-1.1,0.4,1
CCOC(=O)c1cnc(SC)nc1Oc1cccc(NS(=O)(=O)c2ccc(Cl)cc2)c1,-18,-0.2,0.5,-1.1,-2,-2,-0.2,-1.7,2
Cc1ccc(CS(=O)(=O)c2ncn[nH]2)cc1,-3,-0.8,0.5,-0.5,-8,-7,-2.2,-0.5,0
O=C(NCCN1CCOCC1)c1cccc(S(=O)(=O)N2CCCCC2)c1,-8,-2.2,-2.5,-2.6,-3,1,0.0,0.0,-1
CCc1ccccc1N1C(=O)c2cccc3c(N4CCOCC4)c([N+](=O)[O-])cc(c23)C1=O,-11,0.3,-1.9,-5.3,-6,17,0.4,/,2
CCNc1nc2cccnc2s1,?,0.4,1.8,?,14,3,-1.4,-0.8,-1
CCOc1ccc(C(C)=O)cc1COC(=O)c1ccccc1C(=O)N(C)Cc1ccccc1,-9,96*,/,-3.1,-2,0,-2.1,4.7,0
O=C(CNCc1ccc(F)cc1)Nc1ccccc1[N+](=O)[O-],-10,0.5,-0.9,0.3,-6,0,-1.4,/,-1
O=C(N/N=C\c1cc(Br)c(Br)o1)c1cncc(Br)c1,-3,0.6,1.6,0.0,1,30,-7.8,/,1
CCOC(=O)/C=C1\SCC(=O)N1CCOc1cccc(Br)c1,4,0.2,-3.2,0.0,0,-10,-2.3,2.1,19
CC(C)Cn1c(N)c(C(=O)COC(=O)c2ccc(Br)cc2)c(=O)n(C)c1=O,-7,4.4,-0.8,-0.8,8,0,/,-4.5,-1
C=CCN(CC=C)CC(=O)Nc1ccc(S(N)(=O)=O)cc1,11,-0.4,-0.2,0.2,2,-2,-4.1,-1.3,-2
COc1ccc(CNCc2cccn2C)cc1,?,1.5,2.3,-6.7,-7,-7,-3.1,2.8,1
CN(Cc1ccccc1)C(=O)c1cnc2n(c1=O)CCS2,4,-0.3,-1.2,?,1,-3,-3.0,/,0
COCCNC(=O)CSc1nc(-c2ccccc2)cs1,29,1.9,1.2,3.8,1,9,-0.2,-1.0,2
COc1ccc(CC(=O)N2CCC3(CC2)NCCc2[nH]cnc23)cc1,-7,-0.9,-3.2,-0.5,1,2,-1.6,-1.1,2
CCC(=O)N1CCC1(C)C(=O)Nc1ccc2c(c1)OCO2 (stereo unspecified),-2,/,/,-1.0,-4,-1,-1.6,-1.2,-2
CCOC(=O)CNC(=O)CSc1nc(C(C)C)nc2c1cnn2-c1ccccc1,-3,/,/,0.0,-4,2,-2.7,0.4,-1
CC(C)CNS(=O)(=O)c1ccc(S(=O)(=O)N2CCN(C3CCCC3)CC2)cc1,4,0.7,-1.1,-0.1,-1,-1,-2.1,-0.6,0
CC/C(C)=C1\SC(N2CCOCC2)=NC1=O,-3,0.0,0.0,0.1,1,-2,-1.3,-0.2,4
O=C(N/N=C/c1ccc(OCc2ccccc2)cc1)c1cccs1,6,-0.5,1.1,2.5,-9,15,-0.3,-6.7,1
O=C(COC(=O)c1n[nH]c(=O)c2ccccc12)NCc1ccccc1,-23,-0.8,-1.5,-3.4,1,-5,-2.8,0.1,-3
O=C(Nc1ccccc1)n1cc(-c2ccccn2)c(N2CCOCC2)n1,2,0.1,3.6,0.2,0,4,-0.5,/,-1
Cc1ccc(C2C(C#N)=C(N)OC3=C2C(=O)CCC3)s1 (stereo unspecified),0,-0.9,-0.9,-0.9,-2,1,-3.5,-0.1,0
O=C(COc1ccccc1C(=O)N/N=C\c1ccc(O)c(O)c1)N/N=C/c1ccc(O)c(O)c1,-13,4.8,-2.0,-1.1,-2,56*,-2.1,-0.9,1
Cc1cc(C(F)F)n2nc(C(=O)Nc3ccc(F)cc3F)nc2n1,-6,-0.3,0.6,0.3,-1,-7,-1.9,1.4,3
Cc1ccc(-c2nc3ccccc3o2)cc1NC(=O)Cc1cccs1,-6,0.2,2.9,0.1,0,-2,-2.6,-0.5,0
Clc1cnc(N/N=C/c2cccs2)c(Cl)c1,-8,-0.1,-1.2,-0.3,-2,22,0.2,/,1
COc1ccccc1C1CCN(Cc2ccc(Cl)cc2Cl)CC1,-7,-0.8,3.2,-3.0,-8,2,-0.8,-0.4,-2
COc1cccc(Nc2nc(N)c([N+](=O)[O-])c(NCc3ccco3)n2)c1,-11,/,0.5,0.0,-7,30,-2.4,0.9,-1
Cc1cccc(C)c1NC(=O)/C(C#N)=C/c1ccsc1,-3,-2.2,0.4,-0.8,0,11,-3.5,/,-8
O=C(Nc1ccccc1-c1nc2ccccc2s1)c1cccnc1Cl,-3,0.5,2.7,-0.2,-6,10,-0.8,-1.0,3
Oc1ccc(Cl)cc1C=Nc1ccccc1Br,-1,-0.3,-1.9,0.1,1,-6,-4.2,/,-1
CC12CN3CC(C)(CN(C1)C3c1ccc3c(c1)OCO3)C2=O (stereo unspecified),-1,0.1,/,0.2,-3,-5,-1.3,/,0
O=C(O)C1CCC2CCCC21 (stereo unspecified),1,/,/,-0.5,9,/,-3.0,/,1
O=C(NC1(C(F)(F)F)NC(=O)N(Cc2ccco2)C1=O)c1cccs1 (stereo unspecified),8,0.8,0.2,4.8,0,1,-1.6,0.3,-1
Cc1cc(S(=O)(=O)NC2CCCCC2)ccc1OCC(=O)NCc1cccnc1,2,1.8,-4.2,?,0,6,-0.6,5.8,-1
CCn1c(N2CCN(C(=S)NCCc3ccccc3)CC2)nc2ccccc21,-7,-0.1,1.5,0.0,-1,2,-1.2,2.2,-3
O=C(CSc1nnc2c(Cl)cc(C(F)(F)F)cn12)N(Cc1ccccc1)Cc1ccccc1,7,0.6,-1.2,0.4,-1,5,-1.4,/,4
CC(C)N(C)c1ncnc2c1ncn2[C@H]1CN(Cc2ccccc2)C[C@@H](CO)O1,-10,/,/,-0.3,-4,4,-3.3,0.7,-3
Cc1ccc(C)c(S(=O)(=O)N2CCN(C(=O)c3ccccc3Cc3ccccc3)CC2)c1,-4,0.3,-0.2,-1.2,4,-1,-3.6,-1.2,-2
Cc1cc(C)cc(Nc2ccc(C(=O)O)cc2[N+](=O)[O-])c1,-1,-0.3,0.5,0.6,-15,4,-3.1,-0.8,-7
CCOC(=O)C(=O)Nc1nc(-c2ccccc2)c(-c2ccccc2)o1,2,-0.4,1.8,-0.3,-1,6,-0.7,/,9
COc1cccc(C2c3[nH]c4ccccc4c3C[C@H]3C(=O)N(c4ccccc4C(=O)NCCCN4CCOCC4)C(=O)N23)c1 (stereo partly specified),-5,-1.0,2.5,-0.3,1,8,-1.8,1.9,0

# Additional results
SMILES,BoNT F protease,PfHsp40 yeast,Mtb UGM inh,BoNT-A LC inh2,Anthrax LF inh2,GDH-TPI counter,FadD28 binding,BioA inh,FBA Mtb inh
Cc1cc(C)cc(NC(=S)N(Cc2ccc(Br)cc2)Cc2ccc(C(=O)O)cc2)c1,-7,0.5,2.5,-1.1,1,3,1.0,6.5,3
CC(Oc1cccc(Cl)c1)C(=O)NC1CC(C)(C)NC(C)(C)C1 (stereo unspecified),-7,-1.1,0.9,-1.7,-4,0,-2.1,0.0,1
Cc1ccc(C(=O)CCC(=O)Nc2ccc(Cl)c(S(=O)(=O)Nc3cccc(Cl)c3)c2)cc1,0,0.1,-1.0,-0.4,-1,7,-1.7,-1.1,-2
C/C(=N\NC(=O)CNC(=O)c1ccco1)c1ccc(Br)cc1,-11,-0.2,2.7,-0.3,-6,0,0.6,-1.5,0
CCn1c(C)nc2cc(C(=O)NNS(=O)(=O)c3c(C)c(C)cc(C)c3C)ccc21,2,-0.6,-0.2,-0.1,-1,1,-3.3,1.6,0
Cc1noc(C)c1CSc1nc2sc3c(c2c(=O)n1C)CCCC3,-2,-0.2,-0.2,-0.4,-2,9,0.4,-1.0,3
O=[N+]([O-])c1cc(-c2ncccn2)c([N+](=O)[O-])s1,-2,6.5,-2.0,0.3,0,0,-0.9,/,-10
